Bioassay records from PubChem BioAssay.
RmlC RmlD mix: inhibitors of RmlC and RmlD coupled enzymes. RmlC/RmlD coupled enzyme inhibition, 384-well mixture HTS. inhibition, % at 5.5 µM. hit rate 0.39% among 110,000; in the data active means inhibition above about 30%, passing the limit was not always enough; further: strong numbers were not always called active
RT RNaseH block: blocks HIV-1 RNase H cleavage of RNA/DNA duplex | P04585 | RT-RNase H RNA/DNA duplex cleavage, fluorescence | inhibition, % at 10 µM | hit rate 1.9% among 65,000 | AID 565; in the data active means inhibition above about 50%
* = called active by the depositor; nt = no result given.

Values in the order – RmlC RmlD mix	RT RNaseH block
COc1cccc(C2/C(=C(\O)c3ccc4c(c3)OCO4)C(=O)C(=O)N2CCN(C)C)c1OC (centres undefined)
  7	-16
CC(=O)Nc1nc2ccccc2n1Cc1ccccc1
  9	nt
Cc1ccc(NC(=O)CC2SC3=NCCCN3C2=O)c(C)c1 (centres undefined)
  -2	49
CC1(C)Cc2nc3sc(C(=O)NCCO)c(N)c3cc2CO1
  4	nt
Cc1c(C(=O)N2CCOCC2)sc2nc(-c3ccccc3)cn12
  nt	-4
CCOC(=O)c1c(C)noc1CP(=O)(c1ccccc1)c1ccccc1
  0	2
CCCCCCN(C(=O)CCCCCN1C(=O)NC(c2ccc(-c3ccccc3)cc2)C(C(=O)OCc2ccccc2)=C1C)C(C(=O)NCCCC)c1ccccc1 (centres undefined)
  -13	nt
COC(=O)c1cccc(CSc2nnc(C)s2)c1
  -4	-23
COc1cc2cc(CN(Cc3ccc4c(c3)OCO4)C(=O)c3ccco3)c(=O)[nH]c2cc1OC
  46*	nt
COC(=O)c1ccc([C@H](NC(=O)c2ccco2)[C@]2(C)C[C@H]2C2CCCCC2)cc1
  9	nt
C=CCn1c(C)cc(C(=O)CSc2nnc(NCc3ccccc3)s2)c1C
  nt	-19
CCOC(=O)C1CCN(C(=O)COC(=O)c2ccc(Br)o2)CC1
  3	-12
COc1cccc(C(C)NC(=O)Nc2cccc(C(F)(F)F)c2)c1 (centres undefined)
  16	nt
CC(C)NS(=O)(=O)c1ccc(CCC(=O)Nc2cc(Cl)ccc2Oc2ccccc2)cc1
  -8	nt
Cc1ccnn1CCSCC(=O)O
  -14	nt

7 compounds picked at random from those above:
Values in the order – RmlC RmlD mix	RT RNaseH block
COc1cc2cc(CN(Cc3ccc4c(c3)OCO4)C(=O)c3ccco3)c(=O)[nH]c2cc1OC
  46*	nt
CCCCCCN(C(=O)CCCCCN1C(=O)NC(c2ccc(-c3ccccc3)cc2)C(C(=O)OCc2ccccc2)=C1C)C(C(=O)NCCCC)c1ccccc1 (centres undefined)
  -13	nt
CCOC(=O)c1c(C)noc1CP(=O)(c1ccccc1)c1ccccc1
  0	2
CC(C)NS(=O)(=O)c1ccc(CCC(=O)Nc2cc(Cl)ccc2Oc2ccccc2)cc1
  -8	nt
COC(=O)c1ccc([C@H](NC(=O)c2ccco2)[C@]2(C)C[C@H]2C2CCCCC2)cc1
  9	nt
Cc1ccc(NC(=O)CC2SC3=NCCCN3C2=O)c(C)c1 (centres undefined)
  -2	49
COc1cccc(C(C)NC(=O)Nc2cccc(C(F)(F)F)c2)c1 (centres undefined)
  16	nt

(next part)
Values in the order – RmlC RmlD mix	RT RNaseH block
CC(C)c1cc(CN2CCN(CCC#N)CC2)cc(C(C)C)c1O
  4	-2
CS(=O)(=O)Nc1ccc(C(=O)N2CCCC2)cc1
  -7	nt
Cc1ccc(C2/C(=C(\O)c3cnn(-c4ccccc4)c3C)C(=O)C(=O)N2CCN(C)C)o1 (centres undefined)
  -4	2
COc1ccc(CCN(C)CCC(=O)Nc2c(C)cc(C)cc2C)cc1OC
  0	nt
COC(=O)c1c(-c2ccsc2)oc2ccc(-c3cc(OC)c(OC)c(OC)c3)cc12
  -105	nt
Cc1ccc2[nH]c3c(=O)n(CCC4=CCCCC4)cnc3c2c1
  31	nt
C=CCNC(=O)c1ccc(Cn2c(=S)[nH]c3cc4c(cc3c2=O)OCO4)cc1
  -3	nt
COc1ccc(-c2cc3nc4c(c(N5CCC6(CC5)OCCO6)n3n2)CCCC4)cc1
  nt	-4
COc1ccc(C(=O)Nc2c3c(nn2-c2cccc(Cl)c2)CS(=O)C3)cc1 (centres undefined)
  -3	-2
CCOC(=O)c1c(C)[nH]c(C(=O)COC(=O)CSC)c1C
  -5	nt
CCOC(=O)N1CCN(C(=O)C(NC(=O)c2ccc(CC)cc2)C(C)C)CC1 (centres undefined)
  -88	7
COc1ccc(/C(O)=C2\C(=O)C(=O)N(CCN(C)C)C2c2cccc(OC)c2OC)cc1 (centres undefined)
  nt	-14
COc1ccc(OC)c(NC(=O)C23CCC(C)(C(=O)C2)C3(C)C)c1 (centres undefined)
  -14	-3
COc1ccccc1C1=NOC(C)(c2sc(-c3ccc(Cl)cc3)nc2C)C1 (centres undefined)
  0	nt
CCn1c(SCC(=O)Nc2cccc(F)c2)nc2c(c1=O)SC(C)C2 (centres undefined)
  -9	-47
O=C(CC(O)(c1ccccc1)C(F)(F)C(F)F)c1cccs1 (centres undefined)
  4	-19
CCS(=O)(=O)N1CCC(C(=O)NCc2cccc(OC)c2)CC1
  nt	-8
COc1ccc(Nc2nc(N)nc(CSc3nnc(N)s3)n2)cc1
  15	nt
Cn1nc(OC(=O)Nc2ccccc2)cc1C(F)(F)F
  6	nt
c1ccc(N(c2ccccc2)c2nc(N3CCOCC3)nc(N3CCOCC3)n2)cc1
  nt	18
N#Cc1ccccc1Cn1cc(C(=O)C2CC2)c2ccccc21
  10	-41
CC(C)C[C@H](NC(=O)[C@@H]1O[C@H]1C(=O)O)C(=O)NCCCCN=C(N)N
  -2	-2
Cc1nc2sc(C(c3cccc(F)c3)N3CCCC(C)C3)c(O)n2n1 (centres undefined)
  -12	-9
Cc1cccc(/N=C/c2c(O)n(-c3cc(Cl)ccc3N3CCOCC3)c(=O)c3ccccc23)n1
  nt	-4
COC(=O)c1ccccc1NC(=O)CSc1nc(O)cc(=O)n1C1CCCC1
  6	-5
O=C(Cc1ccccc1)Nc1nc(-c2cccs2)cs1
  0	-32
CCN=C1SC(C(=O)NCCc2ccccc2)CC(=O)N1CC (centres undefined)
  -1	2
Cc1ccc(C(=O)CSc2nnc(Cn3nnc4ccccc43)n2C)cc1
  7	-1
CCn1cc(NC(=O)Nc2ccc(OC)c(OC)c2)c(C(N)=O)n1
  -6	9
CCCCN(C)CCn1c(=S)[nH]c2ncccc2c1=O
  -13	nt
Cc1[nH]nc2ncc(C(=O)c3cc(Cl)cc(Cl)c3O)cc12
  1	nt
CCOC(=O)Cn1nc(C)n(-c2ccc(C(C)(C)C)cc2)c1=O
  -7	nt
CCOc1ccccc1N(CC)C(=O)Cn1ncc2c(=O)oc3ccccc3c21
  -9	-9
CCSc1nc2sc3c(c2c(=O)[nH]1)CC(C)(CC)OC3 (centres undefined)
  -6	nt
COC(=O)c1cc(Br)ccc1-c1ccc(/C=N/n2nnnc2N)o1
  13	-55
N#Cc1c(Nc2ccccc2)sc(C(=O)c2ccccc2)c1N
  8	nt
Cc1cc2occ(CC(=O)NC3=NCCS3)c2cc1C(C)C
  -8	-42
CCC(C(=O)NC(C)(C)C)N(C(=O)Cn1nnc(-c2ccccc2F)n1)c1cccc2c1CCCC2 (centres undefined)
  7	nt
COc1ccc2cc3[n+](cc2c1OC)CCc1cc2c(cc1-3)OCO2
  -6	nt
Cc1cc(NC(=O)CN2CCN(c3ccc(O)cc3)CC2)no1
  9	nt
O=C(NCCSc1ccccc1)c1cccnc1
  9	-1
O=C(Nc1cccc(NC(=O)c2ccc(-c3ccc(Br)cc3)o2)c1)c1ccccc1
  -24	nt
O=C(CCN1CCCCC1)Nn1c(=S)[nH]c2ccccc2c1=O
  -1	-4
O=C(c1cccc(F)c1)N1CCN(S(=O)(=O)c2ccccc2)CC1
  4	-2
CCc1ccc(CC2S/C(=C(\C#N)C(C)=O)NC2=O)cc1 (centres undefined)
  -5	nt
CCOC(=O)NC(NCc1ccccc1Cl)(C(F)(F)F)C(F)(F)F
  5	nt
COc1ccc(-c2cc(C(F)(F)F)nc(SCC(=O)Nc3cc(C)on3)n2)cc1
  -64	11
CCc1ccc2c(Cl)c(C(=O)N/N=C/c3c[nH]c4ccccc34)sc2c1
  8	nt
N#Cc1nc(COc2ccccc2Cl)oc1NCc1ccc(F)cc1
  9	-22
O=C(CCn1nnc2ccccc2c1=O)N[C@H](C(=O)O)c1ccccc1
  6	-7
O=C(NCCCn1ccnc1)C(=O)NCC1OCCN1S(=O)(=O)c1ccc(F)cc1 (centres undefined)
  4	nt
O=C(OCC(=O)N1CCN(c2ccccc2)CC1)c1ccc2ccccc2n1
  -8	nt
Nc1c2c(nc3c1CCC3)CCCC2
  -12	nt
CC(=O)Nc1ccc(N2C(=O)C3C4CC(=O)C(c5ccccc54)C3C2=O)cc1 (centres undefined)
  1	nt
Cc1ccc2c(c1)c1ncnc(N3CCC4(CC3)OCCO4)c1n2C
  -28	-15
CCOc1ccccc1N(CC(=O)NC1CCCCC1)S(C)(=O)=O
  7	-16
Cc1cccc(-c2cc3nc4c(c(N5CCCC(O)C5)n3n2)CCC4)c1 (centres undefined)
  -13	21
COCCN(C(=O)CCCC(=O)Nc1ccccn1)C(C(=O)NC1CCCCC1)c1ccc(C)cc1 (centres undefined)
  -1	-2
O=C1C2C3C=CC(C3=C(c3ccccc3)c3ccccc3)C2C(=O)N1CCO (centres undefined)
  -8	nt
O=C(Nc1ccccc1N1CCCC1)c1cccnc1Cl
  -17	nt

Continued:
Values in the order – RmlC RmlD mix	RT RNaseH block
COc1ccccc1-c1cc(C(F)(F)F)nc(N2CCN(c3ccccc3)CC2)n1
  5	12
Cc1ccc(N2CCCCn3c2nc2c3c(=O)[nH]c(=O)n2C)cc1
  13	-4
CCOC(=O)c1c(NC(=O)OC)sc2c1CCC2
  5	-15
O=C(C1CCCN1S(=O)(=O)c1cccc2cccnc12)N1CCn2c1nc1ccccc12 (centres undefined)
  8	-14
Cc1cccc(C)c1OCC(C)N (centres undefined)
  -12	nt
CC(=O)c1cccc(NC(=O)C2CCN(S(=O)(=O)c3ccc(C)cc3)CC2)c1
  -14	0
Cc1cc2nc(-c3ccc(SCC(=O)N4CCN(C(=O)c5ccco5)CC4)nc3)[nH]c2cc1C
  32	74*
N#Cc1ccc(NC(=O)Nc2ccc(Cl)cc2)cc1
  11	11
O=C(CCc1ccccc1)Nc1ccc(Cl)cn1
  -8	-10
Cc1ccc(/C=N/N2CCN(Cc3ccc(Cl)cc3)CC2)o1
  4	nt
CC(=O)N1CCN(c2ccc(Nc3ncnc4c3oc3ccccc34)cc2)CC1
  -10	17
CC(C)CC(=O)NC(=S)NCCc1ccccc1
  -7	nt
O=C(Nc1nccs1)c1cc2sccc2n1Cc1ccc(F)cc1
  -10	6
Cn1cc(C(=O)c2cccc(Cl)c2Cl)cc1C(=O)O
  4	nt
Cc1ccc(Nc2cc(=O)oc3ccccc23)c(C)c1
  -12	nt
O=C(NCc1ccco1)c1cc2nc(C3CC3)cc(C(F)(F)F)n2n1
  10	-3
Cc1sc(-c2ccccn2)nc1OC(=O)c1cccc(Cl)c1Cl
  0	nt
CC(C)NC(=O)c1sc2nc3c(c(-c4cccs4)c2c1N)CN(C)CC3
  -4	nt
Cc1cc(C(F)(F)F)nn1CC(=O)NCc1ccccc1
  -10	-9
CCN1C(=O)N(CC)C2C1N(C(C)=O)C(=O)N2C(C)=O (centres undefined)
  -5	-4
COc1ccccc1C(=O)Nc1sc2c(c1C(=O)NCc1ccco1)CCCC2
  -133	nt
NS(=O)(=O)c1ccc(N=Cc2c(O)n(C3CCCCC3)c(=O)n(C3CCCCC3)c2=O)cc1
  nt	52*
O=CNC(Cc1ccccc1)C(=O)O (centres undefined)
  -10	nt
CCN1CC=C(c2c[nH]c3ccccc23)CC1
  37	-13
COc1cc(NC(=O)c2onc(C)c2Cl)c(OC)cc1Cl
  8	0
Cc1ccc(NC(=O)c2ccc(OC(=S)N3CCOCC3)cc2)cc1
  10	nt
CCc1nnc(NC(=O)Nc2ccccc2OC)s1
  -5	0
COc1cccc(/C=C2\C(=O)C(=O)c3ccccc32)c1
  0	nt
Cc1nnc(SCc2ccccc2)nc1/C=C/NOCc1ccc(Cl)cc1Cl
  -4	nt
CN(C)S(=O)(=O)c1ccc(C(=O)NCCOc2ccc(F)cc2)cc1
  3	nt
Cc1nnc(NC(=O)CSc2nc(C(C)C)nc3sc(C)c(C)c23)s1
  -5	nt
O=C(NCCN1CCCCC1)c1ccc2c(c1)OCCO2
  6	-3
CCc1ccc(NC(=O)C(C)Oc2nnc(-c3cccs3)c(-c3cccs3)n2)cc1 (centres undefined)
  11	nt
CCOC(=O)CSc1nnc(Cn2nnc(-c3ccccc3)n2)n1CC
  10	-2
Cn1nc(C(=O)N2CCOCC2)c2ccccc2c1=O
  -18	-6
Cc1nc2ncnn2c(N2CCC(C(=O)NC3CCCC3)CC2)c1Cc1ccccc1
  -5	2
COCCN(C(=O)C1CCC1)c1nnc(-c2cccnc2)s1
  6	nt
Cc1ccc(-n2ncc3c2ncn2nc(-c4ccco4)nc32)c(C)c1
  nt	20
COc1ccc(C(C)(C)C)cc1NC(=O)c1ccoc1C
  -10	-10
O=c1oc(-c2ccccc2[N+](=O)[O-])nc2ccccc12
  5	nt
Cc1ccc(/C=C/C(=O)N2CC(C)CC(C)C2)o1 (centres undefined)
  12	nt
COC(=O)c1cc(=O)n(Cc2ccc3c(c2)OCO3)c(=Nc2ccccc2)s1
  -9	4
O=C(Nc1cccc(NC(=O)c2cccnc2Cl)c1)c1ccco1
  -8	nt
CC1CCCCN1C(=O)CSc1nnc(-c2cccnc2)n1C1CCCCC1 (centres undefined)
  -20	-5
CCOC(=O)c1c(C)n(C)c2ccc(O)c(CN3CCN(C)CC3)c12
  8	-1
COCC(C)n1c(C)cc(C(=O)COC(=O)c2ccc(N3CCCC3=O)cc2)c1C (centres undefined)
  -8	9
NC(=O)c1ccc(NS(=O)(=O)c2ccccc2F)cc1
  -11	-3
O=C1Nc2ccc(NS(=O)(=O)c3cccs3)c3cccc1c23
  nt	-1
O=C(NCCc1ccncc1)Nc1ccccc1Cl
  8	-9
COc1ccccc1CNc1ncnc2nc[nH]c12
  7	-24
O=C(NCc1cccnc1)c1cc(S(=O)(=O)N2CCCCC2)ccc1Cl
  -2	-4
CC1CCN(c2nc3ccccc3nc2C(C#N)C(=O)NC2CCCCC2)CC1 (centres undefined)
  -1	-4
CCCn1c(N)c(N2CCCCC2)c(=O)n(CC(=O)Nc2ccc(OC(F)(F)F)cc2)c1=O
  -9	nt

An excerpt; the hit share may differ from the screen's.
